# Screens as filed in PubChem.
# KDM5B inh: Primary screen for KDM5B Histone Demethylases FDH-coupled qHTS; AID 1347165, 2019; actives 2.6% (n = 220,000); KDM5B demethylase, FDH-coupled NADH fluorescence (FDH is formaldehyde dehydrogenase); Potency, µM (doses to about 57.7 µM), for the others: at the top dose activity change, negative = inhibition, most hits filed as inhibitors; active means well fitted inhibition curve with a large enough effect; inconclusive means small, poorly fitted or top-dose-only effect; inactive means no such curve, though single readings can be large or run the other way; further: 0% is about no effect; nearly all actives have a fitted effect of over 70% in size
#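 Compound dilutions met 200 nM (final) KDM5BΔAP for 10 min at room temperature before substrate addition. The substrate mix held 12.5 µM H3K4me3 with cofactors 25 µM α-ketoglutarate and 50 µM Fe²⁺. NADH signal gain over 30 min defined activity.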
# Active calls of the source: *; i = inactive; ? = inconclusive; & = joins results of further samples; [ ] = another dose, or the depositor's remark. Potency means the concentration at half of the fitted maximal effect. The list is partial; rates above refer to the full screens.
KDM5B inh	Compound
19%	Cn1c(=O)c2c(ncn2CCC(=O)Nc2ccc(F)cc2F)n(C)c1=O
?	O=C(Cc1cccc(Cl)c1)N1CCC2(CC1)COc1ccccc1[S+](=O)([O-])N2
-26%	CCOC(=O)c1cc(-c2ccccc2)n(-c2cccc(C(=O)NC(C)(C)C)c2)c1C
?	CCc1ccc(NC(=O)c2ccc3c(c2)NC(=O)CS3)cc1
-16%	CCCS(=O)(=O)N1CCCN(Cc2ccncc2)C(c2ccccc2)CC(=O)NCC1 (stereo not given)
-1%	CC(C)(C)OC(=O)NC(Cc1ccccc1)C(=O)NCCCC(=O)O (stereo not given)
-25%	CCc1ccc(CNC(=O)CN(c2ccc(C)cc2)S(=O)(=O)N(C)C)cc1
i	COc1cc2c(cc1OC)C(C[C@H]1CN(C(=O)N3CCOCC3)CC[C@H]1CC(=O)O)=NCC2

# Of the compounds above, these contain a COOH group.
KDM5B inh	Compound
-1%	CC(C)(C)OC(=O)NC(Cc1ccccc1)C(=O)NCCCC(=O)O (stereo not given)
i	COc1cc2c(cc1OC)C(C[C@H]1CN(C(=O)N3CCOCC3)CC[C@H]1CC(=O)O)=NCC2

# Next part:
KDM5B inh	Compound
-5%	CC(=O)Nc1ccc(S(=O)(=O)Nc2nc3ccccc3nc2Nc2ccc3ccccc3c2)cc1
24%	CCOc1ccc2oc(=O)cc(CN3CCN(CC(=O)N4CCC(C)CC4)CC3)c2c1
-22%	O=C(CN1CC2CC(C1)[C@H]1CCCC(=O)N1C2)Nc1ccc2c(c1)OCCO2 (stereo not given in full)
5%	C=C(C)COc1ccc2c(=O)c(-c3ccc(OC)c(OC)c3)c(C)oc2c1
-6%	N#Cc1cccc(CSc2nnc(-c3c[nH]c4ccccc34)o2)c1
20%	COc1ccc2c(c1C)CCCC2
7%	COc1ccccc1-c1coc2cc(OC(=O)c3ccccc3Cl)ccc2c1=O
-12%	COc1ccc(OC)c(NS(=O)(=O)c2cc(-c3cnc(C)o3)ccc2C)c1
-3%	COc1ccc(N/C=C/C(=O)c2ccc(C)c(C)c2)cc1Cl
-1%	Cc1csc2nc(COc3ccc(NC(=O)C4CCCCC4)cc3)cc(=O)n12
-3%	CCC(=O)Nc1ccc(C2(C(=O)N3CCN(c4ccccc4F)CC3)CCC2)cc1
?	Cc1ccc2nc3c(cc(C(=O)NCC4CCCO4)c(=N)n3C(C)C)c(=O)n2c1 (stereo not given)
?	Cn1nccc1C(=O)NC1CCCN(c2cc(-c3ccc(Cl)cc3)[nH]n2)C1 (stereo not given)
28%	O=CN1CCN(c2c([N+](=O)[O-])c(=O)oc3ccccc23)CC1
17%	CS(=O)(=O)N1CCC(NS(=O)(=O)c2ccc(F)cc2Cl)CC1
-6%[115 µM]	COc1ccc(C(=O)N2CCn3c(nnc3C3CCNCC3)C2)cc1
-12%	Cc1ccc(-c2nn3c(-c4ccc(C)cc4)nnc3c3ccccc23)cc1
26%	CN(CC(=O)Nc1ccccc1C(F)(F)F)C(=O)CSc1nnc(-c2ccncc2)n1C
?	CCc1ccc(S(=O)(=O)c2cn(C)c3cc(N4CCN(CC)CC4)c(F)cc3c2=O)cc1
-1%	CN(C)C[C@@H]1CN(c2ccncn2)C[C@H]1NC(=O)c1nccc2ccccc12
16%	COc1ccc(NC(=O)Cn2nnc(-c3cccc(F)c3)n2)cc1S(=O)(=O)N1CCOCC1
-20%	CC(C)CNC(=O)N1CCC(N2CC3CC(C2)[C@H]2CCCC(=O)N2C3)CC1 (stereo not given in full)
?	COc1ccccc1N1CC(O)=C(c2nc3ccccc3s2)C1=N
?	COc1ccc(-n2cc(-c3ccccc3)c3c(NC4CCCC4)ncnc32)cc1
-32%	O=C1CSC2(C(=O)N(Cc3ccccc3F)c3ccccc32)N1c1cccc(C(F)(F)F)c1 (stereo not given)
-1%	Cn1c(=O)[nH]c2c(nc(-c3ccc(Cl)cc3)n2CCc2ccccc2)c1=O
-9%	COc1ccc(-c2cc(N3CCN(C(=O)Cc4ccccc4)CC3)n[nH]2)cc1
2%	CCC(=O)N1CCc2cc(S(=O)(=O)NC(CC(C)C)C(=O)Nc3cccc(C)c3C)ccc21 (stereo not given)
-14%	COc1ccccc1CNC(=O)C1CCN(C(=O)c2ncn3c2COC(c2ccc(C)cc2)C3)CC1 (stereo not given)
-7%	CC(=O)N1CCC(C2CCN(Cc3cc(Cl)ccc3F)C2)CC1 (stereo not given)
10%	CC1COCCN1C(=O)CCc1nc(Cc2ccccc2)no1 (stereo not given)
4%	O=C(COc1ccccc1)NCC(c1ccc(Cl)cc1)N1CCCCC1 (stereo not given)
8%	O=C(CCc1ccccc1Cl)NC1CCN(C2CC2)C1 (stereo not given)
-16%	Cc1ccccc1OCCNN
?	CNC(=O)N1CCC(C2CCN(C3CCSCC3)C2)CC1 (stereo not given)
11%	CCN1CC(c2ccccc2)CC2(CCN(C(=O)c3cc[nH]c3C)CC2)C1 (stereo not given)
-25%	Cc1cc(C(F)(F)F)nc(CCNc2cc(C3CC(N)C3)nc(N)n2)n1 (stereo not given)
-17%	O=C(Cn1ncc2c3ccccc3n(Cc3ccccc3)c2c1=O)NC1CCCCCC1
-34%	CN(C(=O)CCNC(=O)Cn1cnc2ccccc2c1=O)c1ccccc1F
?	O=C(CNC(=O)C(c1ccccc1)c1ccccc1)N/N=C/c1ccc(O)cc1O
-11%	CCC1CCCCN1C(=S)NC(=O)c1cccc([N+](=O)[O-])c1 (stereo not given)
24%	COCCNC(=O)N1CCN(Cc2ccco2)CC(C(=O)O)C1 (stereo not given)
30%	COc1ccc(CCn2c(=O)c(-c3noc(C)n3)c3n(c2=O)CCCCC3)cc1
22µM*	COc1ccc(-c2onc(C)c2C(=O)NCCSCc2ccco2)cc1
1%	O=C(c1ccc(F)cc1)N1CCC2(CNc3ccccc3[S+](=O)([O-])N2)C1 (stereo not given)
25%	O=C(NC1CCCC1)C(c1ccccc1F)N(C(=O)c1csnn1)c1ccccc1 (stereo not given)
42%	O=C(Cc1ccccc1F)N1CCN(c2cc(-c3ccc(Cl)cc3)[nH]n2)CC1
-1%[86.2 µM]	COc1ccc(CNC2(Cc3cc(-c4ccc(OC)cc4)on3)COC2)cc1
?	CC(=O)Nc1nc(-c2ccccc2)cc(-c2ccco2)c1C#N
14%	CC(C)(C)CC(=O)N1CCC2(CCC(=O)N(CC3CC3)CC2)CC1
-4%	CCc1cc2c(-c3ccccc3)cc(=O)oc2c2c1OCN(Cc1ccc(F)cc1)C2
-19%	CN(C)c1cccc(C(=O)N/N=C2/CCSc3ccc(F)cc32)c1
-12%	O=C(NC1CCCCC1)C1CN(C(=O)c2cc(F)ccc2F)CC12CCOCC2 (stereo not given)
-8%	NC(=O)c1ccc(COC(=O)c2ccc(Cl)c(Cl)c2)cc1
-22%	CCC(C)c1ccc(OC)c(-c2csc(N)n2)c1 (stereo not given)
?	CS(=O)(=O)c1ccc(OCC2(CNC(=O)Nc3cccnc3)C[C@@H](O)[C@@H](O)C2)cc1 (stereo not given in full)

# By substructure: the entries above with a nitro group on carbon.
KDM5B inh	Compound
28%	O=CN1CCN(c2c([N+](=O)[O-])c(=O)oc3ccccc23)CC1
-11%	CCC1CCCCN1C(=S)NC(=O)c1cccc([N+](=O)[O-])c1 (stereo not given)

# Additional compounds follow.
KDM5B inh	Compound
?	O=C(Nc1ccc(F)cc1)N1Cc2[nH]cnc2C[C@H]1c1nc(-c2ccc(F)cc2)no1
?	Cc1ccc(Cl)cc1NC(=O)NC1COc2ccccc2C1 (stereo not given)
16%	CC(Sc1ccc(Cl)cc1)C(=O)NCCC(=O)N1CCCC1 (stereo not given)
18%	COC(=O)[C@H](Cc1ccccc1)NC(=O)NCc1ccccc1
-26%	O=C(Nc1cccc(Cl)c1)N1CCC(Oc2ncccc2C(=O)N2CCCCC2)C1 (stereo not given)
-5%	N#Cc1ccc(CNc2ccccc2Cl)cc1
17%	COCCNC(=O)CC[C@]12CC[C@](C)(O)C[C@H]1C(C)(C)C[C@@H]2NS(=O)(=O)c1ccc(C)cc1
?	COc1ccc(Cl)cc1NC(=O)c1c(NCc2cccs2)sc2c1CCCC2
?	CCN1CCN(c2ncc3c(n2)CCN(Cc2cc(Br)cs2)C3)CC1
20%	CNC(=O)C(C)OC(=O)c1nc(-c2ccccc2)oc1C (stereo not given)
-16%	O=C(NCc1ccccc1)C1CCN(S(=O)(=O)c2ccc3[nH]c(=O)ccc3c2)CC1
?	COc1cccc(CN2Cc3cc(NC(=O)Cc4cccs4)ccc3OCC2=O)c1OC
?	CCN1c2cc(C(=O)Nc3ccc(N(C)C)cc3)ccc2C(=O)N2CCCCCC21 (stereo not given)
-16%	CCN(C(=O)Cn1ncc2c(=O)oc3ccccc3c21)c1ccccc1F
19%	COCCn1cnnc1SCc1ccc(OC)c(F)c1
-10%	COc1cc(=O)n2c(c1C(=O)Nc1ccccc1)CCCC2
?	COc1ccc(NC(=O)c2c(C)oc3ccn(Cc4ccc(F)cc4)c(=O)c23)c(OC)c1
-12%	Nc1sc(-c2ccccc2)cc1-c1n[nH]c(=S)n1C1CCCCC1
-23%	CC(=O)N1CCC(C(=O)N2CCCCCCN(C)C(=O)[C@@H]3CCC[C@@H]32)CC1
-13%	Cn1cc(C(=O)N2CCC(C(N)=O)CC2)c2ccccc21
?	CCCCNc1ncc(C(=O)O)c(CC)n1
?	O=C(c1n[nH]c2ccccc12)N1CCc2c(nc3cc(-c4ccccc4Cl)[nH]n3c2=O)C1
-23%	O=C(Cn1nc2c(cc1=O)CCCC2)NCCc1nc2ccccc2[nH]1
8%	O=C(NC(=S)Nc1ccccc1Cl)c1cncc(C#Cc2ccccc2)c1

# Part of the list above in order of SMILES length, rising:
KDM5B inh	Compound
?	CCCCNc1ncc(C(=O)O)c(CC)n1
19%	COCCn1cnnc1SCc1ccc(OC)c(F)c1
-10%	COc1cc(=O)n2c(c1C(=O)Nc1ccccc1)CCCC2
-12%	Nc1sc(-c2ccccc2)cc1-c1n[nH]c(=S)n1C1CCCCC1
-23%	O=C(Cn1nc2c(cc1=O)CCCC2)NCCc1nc2ccccc2[nH]1
?	COc1ccc(NC(=O)c2c(C)oc3ccn(Cc4ccc(F)cc4)c(=O)c23)c(OC)c1
?	O=C(c1n[nH]c2ccccc12)N1CCc2c(nc3cc(-c4ccccc4Cl)[nH]n3c2=O)C1

# Next results
KDM5B inh	Compound
?	COCCN1C(=O)CC[C@@]2(C(=O)NCc3ccncc3)CCCC[C@H]12
-24%	Cc1cc(C(=O)N(CC2CCN(Cc3ccccc3C)CC2)CC2CCCO2)c(C)o1 (stereo not given)
44%[activator]	COc1cc2ccccc2cc1C(=O)OCc1ccc(C#N)cc1
3%	COC1CN(C2CCN(C(=O)NC(C)(C)C)CC2)C12CCOCC2 (stereo not given)
10%	CSc1nnc(-c2cc(Cl)ccc2NC(C)=O)c(=O)[nH]1
-4%	Cc1cc(C)cc(NC(=O)CN2C(=O)c3ccccc3Sc3ccc(C(=O)N4CCOCC4)cc32)c1
17%[86.2 µM]	Cn1c(CO[C@H]2CN(S(=O)(=O)c3ccc(Cl)cc3)C[C@H]2F)nc2ccccc21
-41%	O=C(CSc1ncc(S(=O)(=O)c2ccc(Cl)cc2)c(=O)[nH]1)Nc1ccc2c(c1)OCCO2
-6%	Cc1ccccc1NC(=O)COC(=O)/C=C/c1cccc2cccnc12
?	Cc1cc(C)c2c(C(C)(C)C)nn(-c3ccccc3)c2n1
-9%	Cc1cc(C)cc(NC(=O)C2CCN(c3cc(C)nc4c(-c5ccc(Cl)cc5)c(C)nn34)CC2)c1
-8%	Cn1c(SCC(=O)NCc2ccc3c(c2)OCCCO3)nnc1-c1cccs1
-39%	COc1ccc(S(=O)(=O)Nc2ccc(C)n(CC(=O)NCc3ccco3)c2=O)cc1
3%	CN1CCC(OC2CCN(S(=O)(=O)c3ccc(F)cc3)CC2)CC1
?	CCc1ccc(CNCc2c(C(=O)O)n(Cc3ccc(F)cc3Cl)c3cc(OC)ccc23)cc1
33%[activator]	COc1ccc(-c2[nH]ncc2CN2CCC(OCc3ccccn3)CC2)c(F)c1
-3%	CCCNc1c(NC(=O)Nc2ccc(OC)cc2)c(=O)oc2ccccc12
-22%	Cn1c(=O)cc(OCC(=O)NCc2ccc(F)cc2Cl)c2ccccc21
16%	CNCCN1C(=O)CC[C@H]2CN(C(=O)CCCn3cnnn3)CC[C@H]21
32µM*	O=c1c2cc(-c3ccc(F)cc3)nn2ccn1CC(O)c1ccc2c(c1)OCO2 (stereo not given)
-15%[86.2 µM]	O=C(NC[C@H]1Cn2ccnc2CO1)c1ccc(C(F)(F)F)cc1
28%[149 µM]	COc1ccccc1C(=O)N1CC2(C1)C(=O)Nc1ccccc12
-15%	O=C(NCc1ccco1)C1Cc2cc(Cl)ccc2O1 (stereo not given)
2%	O=C(Nc1ccc(Br)cc1)N1CCCCCC1
0%	O=C([C@@H]1C[C@H](F)CN1C(=O)c1ccoc1)N1CCCCC1
8%	Cc1ccc(NC(=O)CN(C)C(=O)c2nc(-c3ccccc3)oc2C)cc1
-5%&3%	O=C(C1COc2ccccc2O1)N(Cc1cccnc1)c1nc2ccc(Cl)cc2s1 (stereo not given)
6%	CSc1nccc(-c2ccccc2CO)n1
-17%	Cc1c(NS(=O)(=O)c2cccs2)cccc1-c1nc2cccnc2s1
?	CCOC(=O)CC(NC(=O)CCc1c(C)nc2ncnn2c1C)c1ccc(OC(C)C)cc1 (stereo not given)
20%	CCCOC(=O)CNC(=O)c1cc(OC)cc(OC)c1
